D3 ag: qHTS of D3 Dopamine Receptor Agonist: qHTS; D(3) dopamine receptor (Homo sapiens), P35462; D3R DiscoveRx beta-arrestin cells, luminescence, 90 min; max activation, %; actives 0.58% (n = 410,000); AID 652048, 2013; in the data active = max activation above about 30%; note: 0% is about no effect; mostly tested at two doses, the higher about 12 µM
Target sequence (P35462 whole entry, looked up): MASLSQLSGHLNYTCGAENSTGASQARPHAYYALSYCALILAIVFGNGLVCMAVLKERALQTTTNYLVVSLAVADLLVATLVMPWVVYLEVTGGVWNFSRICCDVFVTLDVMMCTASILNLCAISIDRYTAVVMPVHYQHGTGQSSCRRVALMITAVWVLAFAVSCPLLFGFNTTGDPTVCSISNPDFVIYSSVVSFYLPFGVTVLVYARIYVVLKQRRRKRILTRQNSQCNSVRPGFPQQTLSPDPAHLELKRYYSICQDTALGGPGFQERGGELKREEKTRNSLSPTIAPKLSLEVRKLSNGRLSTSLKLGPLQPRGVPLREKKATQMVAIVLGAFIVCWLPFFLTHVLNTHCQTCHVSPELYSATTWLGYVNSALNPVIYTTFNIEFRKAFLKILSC
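Agonist-mode cell screen: cells plated at 1500/well and incubated overnight at 37 °C, then exposed to library compounds for 90 min at 37 °C. Detection reagent was added for 30–60 min at room temperature, and luminescence was read.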
FUS suppressor: qHTS for Suppressors of FUS Proteinopathy: Primary screen using FUS-linked yeast assay; S. cerevisiae FUS-expressing, growth rescue, OD600, 24 h; Potency, µM (top dose mostly 76.6 µM), inactives show at the highest dose growth rescue (activation), hits mostly activators; actives 0.24% (n = 390,000);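 note: potency is the fitted concentration of half-maximal effect; plate controls were DMSO vehicle for no effect and reference control for full effect; nearly all actives have a fitted effect of over 55% in size; some results filed as inactive show a strong effect at the top dose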
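S. cerevisiae expressing FUS from galactose induction served as the toxicity model. Growth after 24hr at 30C, read as absorbance at 600 nm, indicates suppression of toxicity; compounds dosed at several concentrations.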
aSyn yeast inh: qHTS of alpha-syn Inhibitors; AID 652106, 2013; Potency, µM (doses to about 46.1 µM), inactives show top-dose growth rescue (activation), most hits filed as activators; actives 0.14% (n = 370,000); Yeast expressing alpha-synuclein, growth rescue, BacTiter-Glo, 24 h; note: potency is the fitted concentration of half-maximal effect; % of control where 0% means no effect; nearly all actives have a fitted effect of over 65% in size
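Readout is rescue of growth in alpha-synuclein-expressing yeast, so inhibitors of toxicity appear as activators. Growth after 24 hr at 30 deg C in galactose medium is quantified by luminescence.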
EPAC2 ag: qHTS for Agonist of cAMP-regulated guanine nucleotide exchange factor 4 (EPAC2): primary screen; EPAC2 activation, biochemical qHTS; response scale: 100% = 6.5 mM cAMP response; Potency, µM (doses to about 154 µM), without a hit: at the highest dose activation, usual class: activators; actives 0.079% (n = 360,000); AID 720711, 2013; note: potency is the fitted concentration of half-maximal effect; nearly all actives have a fitted effect of over 50% in size
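Compounds were titrated in qHTS against a Rap1B-BODIPY-GDP (250 nM) complex with EPAC2 (100 nM) and GDP (50 uM). BODIPY-GDP release tracked at 480/540 nm over 30 min at room temperature, normalized to 6.5 mM cAMP.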
Abeta rescue: qHTS for compounds that reverse cellular toxicity of Amyloid beta (A-beta) peptide in yeast: Primary Screen; yeast expressing A-beta42, growth rescue, OD600, 48 h; response scale: 0% DMSO, 100% iron-clioquinol control; actives 0.063% (n = 410,000); Potency, µM (titrated, usually from 46.1 µM), inactives show top-dose growth rescue, actives largely listed as activators; AID 1347071, 2019; note: potency is the fitted concentration of half-maximal effect; nearly all actives have a fitted effect of over 55% in size
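Yeast growth medium received pinned compounds, then yeast cells expressing toxic A-beta were added; plates incubated at 30 C for 48 hr. Growth read as absorbance at 600 nm, normalized to DMSO and equimolar FeCl3 plus clioquinol controls.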
EPAC2 antagonist: qHTS for Antagonist of cAMP-regulated guanine nucleotide exchange factor 2 (EPAC2): primary screen | AID 720708, 2013 | Potency, µM (titrated, usually from 114 µM), without a hit: at the highest dose activity, negative = inhibition, usual class: inhibitors | Rap guanine nucleotide exchange factor 4 (Homo sapiens), Q8WZA2 | EPAC2 GEF exchange of Rap1B-BODIPY-GDP, fluorescence | actives 0.18% (n = 360,000); note: potency is the fitted concentration of half-maximal effect; % is set by controls: 0 for no effect and ±100 for the full control effect; nearly all actives have a fitted effect of over 45% in size; many of its hits are not listed in these tables
D3 antag: qHTS of D3 Dopamine Receptor Antagonist: qHTS. D3R cells, DiscoveRx beta-arrestin luminescence, antagonist mode; stronger effect = lower value. max response, negative = inhibition, %. actives 2.5% (n = 360,000); in the data active = max response below about -50%; inconclusive = no clear call, values can overlap the other calls; note: % is set by controls: 0 for no effect and ±100 for the full control effect; mostly tested at two doses, the higher about 12 µM
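Cells plated overnight at 1500 cells/well, then exposed to library compounds with dopamine controls for 90 minutes at 37 degrees C. DiscoveRx reagent added for 30–60 minutes at room temperature; luminescence read, quantitative HTS format.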
TDP43 rescue: qHTS of TDP-43 Inhibitors; TDP-43 expressing yeast growth rescue, BacTiter-Glo, 24 h; Potency, µM (doses to about 46.1 µM), without a hit: at the highest dose growth rescue (activation), most hits filed as activators; actives 1.8% (n = 410,000); note: potency is the fitted concentration of half-maximal effect; % of control where 0% means no effect; nearly all actives have a fitted effect of over 50% in size
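Readout is BacTiter-Glo luminescence of cell growth, so inhibitors register as activators. TDP-43-expressing yeast at OD600=0.02 in galactose medium, after raffinose pregrowth to mid-log, were incubated with compound for 24 hr at 30 deg C.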
The depositor's hits bear a star; u = inconclusive; x = not tested or not shown; [ ] = dose if it differs, or a comment. Unless noted, calls come from the whole dose curve; as a rule, active = well fitted curve in the direction sought with a large enough effect; inconclusive = small, poorly fitted or top-dose-only effect, or another doubt; inactive = no such curve, though single readings can be large; an effect the other way counts as inactive or inconclusive.

SMILES	D3 ag	FUS suppressor	aSyn yeast inh	EPAC2 ag	Abeta rescue	EPAC2 antagonist	D3 antag	TDP43 rescue
CCCn1c2ccccc2c2nnc(SCCN3CCOCC3)nc21	17	11%	6%	3%	7%	-10%	38	2%
CC(=O)c1cccc(NC(=O)CN(c2ccccc2)S(C)(=O)=O)c1	4	1%	-15%	5%	1%	4%	u	-3%
CCCCCCOc1ccc(N2C(=O)CC(SC(=NCC)NCC)C2=O)cc1 (stereo unspecified)	3	-35%	-2%	5%	3%	5%	2	16%
Cc1ccc(C2CCN(C(=S)NC(C)(C)C)C2)cc1 (stereo unspecified)	-1	13%	-6%	9%	u	-16%	2	u
Cc1ccc(CNn2cnnc2SCc2ccc(F)cc2)cc1	18	31%	-4%	-8%	19%	-1%	16	-8%
CC1CN(C(=O)CSc2nc(N)cc(N)n2)CC(C)O1 (stereo unspecified)	-2	1%	-4%	2%	-3%	-5%	7	19%
Cc1ccc(C(=O)NCC(=O)O)cc1S(=O)(=O)N1CCCCC1	5	-13%	12%	-3%	2%	3%	0	-3%
CC(=O)c1c(C)[nH]c(C(=O)COC(=O)COc2ccccc2)c1C	-10	x	0%	-3%	-18%	1%	-14	12%
CC(C(=O)O)(C1CCCCC1)C1(O)CCCCC1 (stereo unspecified)	8	0%	0%	9%	18%	7%	10	u
COc1ccc(OC)c(NC(=O)c2ccc(NC3=NC4CS(=O)(=O)CC4S3)cc2)c1 (stereo unspecified)	-7	26%	-1%	3%	-1%	7%	-26	11%
COc1ccc2c(c1)c(=O)c(C(=O)c1ccc(Cl)cc1)cn2CC(=O)Nc1ccc2c(c1)OCCO2	4	-27%	x	x	-6%	x	x	5%
CC(C)(C)N1C(=O)c2ccccc2NC(=O)C1C(=O)NCCOc1ccccc1 (stereo unspecified)	0	10%	2%	1%	-3%	u	2	6%
CN1CCN(c2ccc(-c3cccc(NC(=O)COc4ccc(Cl)cc4Cl)c3)nn2)CC1	-19	12%	0%	-3%	-31%	17%	u	-4%
Cc1cccc(S(=O)(=O)N(C)C[C@@H]2OCc3cnnn3CCCC(=O)N([C@@H](C)CO)C[C@@H]2C)c1	1	4%	3%	-2%	9%	-5%	-8	0%
CCOc1ccccc1NC(=O)c1ccc(F)c(S(=O)(=O)NCc2ccc3c(c2)OCO3)c1	8	3%	x	x	2%	x	x	u
CNCc1c(OCc2ccc(F)cc2)ccc2ccccc12	-25	13%	-3%	4%	9%	3%	-61*	x
CCOC(=O)c1cnn(-c2ccc(C(=O)Nc3cc(OC)c(OC)c(OC)c3)cc2)c1N	-12	-8%	x	x	-15%	x	x	-23%[9.22 µM]
Cc1ccc(C(=O)N2CCCCC2)cc1S(=O)(=O)N1CCOCC1	10	x	-3%	-1%	8%	2%	11	2%
CCOc1ccc(NC(=O)CCc2nc3cccnc3n2Cc2ccc(OC)cc2)cc1	6	-13%	x	x	-12%	x	x	15%
CN(c1ccccc1C(=O)Nc1cccc(Cl)c1Cl)S(C)(=O)=O	-11	13%	5%	0%	-3%	-6%[57.1 µM]	-57*	18%
Cc1cc(C)cc(OCC(=O)Nc2nc3c(s2)CC(C(C)(C)C)CC3)c1 (stereo unspecified)	-10	11%	x	x	-15%	x	x	-10%
COC(=O)c1ccc(C2/C(=C(/O)c3ccc(OC(C)C)cc3)C(=O)C(=O)N2c2cc(C)on2)cc1 (stereo unspecified)	2	21%	1%	-17%	-33%[inhibitor]	-4%	u	-1%
COc1ccc(N2CCN(CCC(=O)c3ccc4ccccc4c3)CC2)cc1	-10	-20%	-80%[inhibitor]	1%	-21%	-4%	-19	u
O=C(O)CCSc1nc2ccccc2c(=O)[nH]1	1	-3%	-9%	16%	14%	11%	6	1%

Structures above containing fluorine:
SMILES	D3 ag	FUS suppressor	aSyn yeast inh	EPAC2 ag	Abeta rescue	EPAC2 antagonist	D3 antag	TDP43 rescue
Cc1ccc(CNn2cnnc2SCc2ccc(F)cc2)cc1	18	31%	-4%	-8%	19%	-1%	16	-8%
CCOc1ccccc1NC(=O)c1ccc(F)c(S(=O)(=O)NCc2ccc3c(c2)OCO3)c1	8	3%	x	x	2%	x	x	u
CNCc1c(OCc2ccc(F)cc2)ccc2ccccc12	-25	13%	-3%	4%	9%	3%	-61*	x

The list continues:
SMILES	D3 ag	FUS suppressor	aSyn yeast inh	EPAC2 ag	Abeta rescue	EPAC2 antagonist	D3 antag	TDP43 rescue
Cc1cc(C(=O)OCC(=O)N2CCOCC2)c2ccccc2n1	1	22%	-3%	0%	-2%	-23%	-1	-9%
Cc1nc(NS(=O)(=O)c2ccccc2C)c2c3c(sc2n1)CCC3	4	7%	3%	-3%	-10%	3%	0	-10%
Cc1ccc(NC(=O)N2CCCC2C(=O)Nc2ccc(-n3cnnn3)c(C)c2)cc1 (stereo unspecified)	6	u	-7%	7%	-6%	0%	u	-43%[inhibitor]
COC(=O)C[C@H]1c2cc(C(F)(F)F)ccc2S(=O)(=O)N1Cc1ccc(OC)cc1	48*	15%	2%	-2%	14%	-2%	8	9%
C[C@H](CO)N1C[C@H](C)[C@@H](CN(C)S(C)(=O)=O)Oc2ccc(NC(=O)Cn3cnnn3)cc2C1=O	3	0%	2%	-3%	-10%	4%	18	-7%
CCC(=O)NC(=S)Nc1cccc(NC(=O)c2ccco2)c1	-3	20%	-2%	9%	-4%	-10%	-12	-18%[9.22 µM]
CCOc1ccc(N(CC(=O)N2CCCCCC2)S(C)(=O)=O)cc1	1	-6%	5%	-6%	-2%	13%	7	17%
N#Cc1ccc(CSc2nnc(-c3cccnc3)o2)cc1	3	-20%	-4%	3%	20%	-13%	-3	u
COc1ccc(NC(=O)CCNC(C)=O)cc1NS(=O)(=O)c1ccc(F)cc1	13	12%	4%	-1%	1%	8%	17	6%
COc1cc2c(cc1OC)CN(Cc1cc(=O)n3c(-c4ccccc4)csc3n1)CC2	-6	17%	7%	1%	-11%	5%	10	-7%
Cc1ccc(NC(=O)CCC(=O)NNC(=O)NC23CC4CC(CC(C4)C2)C3)cc1C	13	17%	-2%	-12%	21%	1%	18	-5%[0.397 µM]
CCCc1nc(SCc2cc(=O)c3ccc(C)c(C)c3[nH]2)n[nH]1	-9	-19%	x	x	-10%	x	x	4%
CC(C)(C)c1ccc(C(=O)CSc2ncn[nH]2)cc1	-44	u	23%	-1%	-96%[inhibitor]	-10%	u	2%
CCOc1cc(CNCc2ccccn2)ccc1OCC(=O)NC(C)(C)C	-24	x	-7%	-4%	-6%	16%	-59*	-15%
O=C(Nc1ccc(F)cc1F)c1csc(-c2ccccc2)n1	-5	-4%	-12%	3%	-32%[inhibitor]	-7%	6	-22%
O=C(NCc1ccco1)c1cnn2c(C(F)F)cc(-c3ccccc3)nc12	-4	11%	0%	7%	-12%	-3%	-19	-14%
CC1=C(C(N)=O)C(c2ccc(Cl)c(Cl)c2)n2ncnc2N1 (stereo unspecified)	-6	7%	-3%	8%	-13%	-1%	-5	-5%
CC(C)(C)OC(=O)NCc1ccc(CNC(=O)c2nc[nH]c2C(=O)NCc2ccc(CNC(=O)OC(C)(C)C)cc2)cc1	20	u	-1%	-12%	9%	3%	36	8%
CCOc1ccc(C2CC(=O)NC(SC)=C2C#N)cc1 (stereo unspecified)	5	-25%	1%	12%	-6%	-2%	14	15%
COc1cc(NC(=O)CCC(=O)Nc2ccc3nc(N4CCOCC4)cc(C)c3c2)cc(OC)c1OC	-18	18%	-4%	14%	-16%	-14%	0	-4%
Cc1ccc(/C=C/C(=O)c2cc(Br)ccc2OC(=O)c2ccco2)cc1	-7	-8%	-18%	8%	19%	0%	-28	13%
O=c1n(Cc2cccc(C(F)(F)F)c2)c2ccccc2c2nc(-c3ccccc3)nn12	0	-3%	x	x	-9%	x	x	-3%
COc1ccc(C2CC(=O)c3cnc(NC(=O)c4cc(OC)cc(OC)c4)nc3C2)cc1 (stereo unspecified)	4	x	11%	2%	-5%	-3%	0	17%
O=C(NNC(=O)C1CCN(Cc2ccccc2)CC1)c1cccc(Cl)c1	-4	-11%	-6%	4%	-1%[9.22 µM]	-2%	0	-2%
CCN(CC(=O)NCc1ccc(Cl)cc1)C(=O)CCc1ccccc1	-3	-15%	0%	4%	3%	-12%	-1	19%
CCOC(=O)c1c(NC(=O)C2C3C=CC(CC3)C2C(=O)O)sc(C)c1C (stereo unspecified)	0	3%	-3%	5%	20%	-8%	-9	15%
O=C(COC(=O)c1cccc2ccccc12)Nc1cccnc1Cl	2	x	0%	6%	4%	-4%	-20	23%
CCOC(=O)N1CCN(Cc2nc3c(c(=O)[nH]c(=O)n3C)n2CCCc2ccccc2)CC1	14	19%	-1%	0%	6%	9%	6	-15%
Cc1c(C(=O)Nc2cccnc2Cl)oc2ccccc12	-3	-22%	0%	-9%	5%	-10%	13	17%
CCCNC(=O)C(Cc1ccccc1F)NC(=O)c1ccccn1 (stereo unspecified)	11	-7%	-1%	1%	8%	10%	4	9%
O=C(NC1CC(=O)N(c2ccc(Cl)cc2)C1)N1CCN(C(=O)c2ccco2)CC1 (stereo unspecified)	9	9%	0%	-4%	1%	-1%	0	-1%
COc1ccc(CC(N)c2csc(NC(=O)Cc3ccccc3)n2)cc1 (stereo unspecified)	-10	-4%	0%	9%	-8%	-2%	u	17%
O=C(CCCn1c(=O)c2sccc2n(Cc2c(F)cccc2Cl)c1=O)NCc1ccccc1	-16	-17%	x	x	-6%	x	x	14%
COc1cccc(NC(=O)Cn2c(=O)n(CCC(=O)NCc3ccco3)c(=O)c3ccccc32)c1	5	u	0%	2%	x	3%	12	14%
COc1ccc(C2=NO[C@@](CC(=O)O)(C(=O)Nc3ccc4c(c3)OCCO4)C2)cc1	17	5%	-1%	0%	3%	8%	-1	3%

Looked up one by one from above:
SMILES	D3 ag	FUS suppressor	aSyn yeast inh	EPAC2 ag	Abeta rescue	EPAC2 antagonist	D3 antag	TDP43 rescue
O=C(COC(=O)c1cccc2ccccc12)Nc1cccnc1Cl	2	x	0%	6%	4%	-4%	-20	23%
O=C(CCCn1c(=O)c2sccc2n(Cc2c(F)cccc2Cl)c1=O)NCc1ccccc1	-16	-17%	x	x	-6%	x	x	14%

Only part of the results is shown; count on the stated rates, not on these rows.
